mHTT-CaM PPI inh: inhibitors of human mutant huntingtin-calmodulin interaction | inhibition, % at 15 µM | P42858 | AlphaScreen His-mHTT/GST-CaM binding, luminescence | 3.6% of 190,000 active;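 also: 0% = both proteins with DMSO and 100% = one protein alone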
Pf apPOL block: Pf-apPOL DNA polymerase inhibition; Recombinant Pf-apPOL, molecular beacon fluorescence, 1.5 h; inhibition, % at 10 µM; 0.25% of 210,000 active; AID 1794808
* = called active by the depositor; i = inactive; nt = not tested or not shown. Rule as the data show it: active = inhibition above about 50%; inactive = the rest.

# | Compound | mHTT-CaM PPI inh | Pf apPOL block
1 | c1cncc(Cn2cccc2)c1 | nt | -5
2 | COCC(C)NCc1ccc(SC)cc1 (configuration not stated) | 6 | -7
3 | Cc1ccc2oc(=O)c(C=C(O)c3ccc(Cl)cc3)nc2c1 | 4 | -1
4 | CCCSc1nc2c(cnn2-c2ccc(C)c(C)c2)c(=O)[nH]1 | -8 | -5
5 | O=C(NC(=O)c1ccccc1)Nc1cccc(S(=O)(=O)N2CCCCC2)c1 | -9 | -5
6 | O=C(Cc1ccccc1)N1CCC(OCc2nc(C3CC3)no2)CC1 | -9 | -6
7 | CC(=O)N1CCC2(CC1)N=C(c1ccc(C)c(C)c1)CC(c1ccccc1O)N2 (configuration not stated) | 30 | 2
8 | O=C(Nc1ccc(NC(=O)c2cccs2)cc1)c1ccc([N+](=O)[O-])cc1 | 2 | -20
9 | Cc1ccc(N=C2NC(=O)C(CC(=O)Nc3ccccc3C)S2)cc1 (configuration not stated) | 0 | -10
10 | O=C(COc1cccc(Br)c1)Nc1ncn[nH]1 | 25 | -2
11 | Cc1ccccc1NS(=O)(=O)c1cc(Br)cc2c1N(C(=O)C1CC1)CC2 | 2 | -8
12 | CC(C)n1nc(CNC(=O)c2ccc3c(c2)OCO3)c2ccccc21 | -5 | -1
13 | O=[N+]([O-])c1cccc(C=Nc2cc(Cl)ccc2O)c1O | 49 | 3
14 | CS(=O)(=O)N1CCC(Cc2ccccc2)CC1 | -4 | 6
15 | COc1ccc(-n2nc(C)c3sc(N4CCCN(C(=O)c5ccncc5)CC4)nc32)cc1 | 7 | 13
16 | COc1ccc(S(=O)(=O)N2CCCCCC2)cc1C(=O)O | 1 | -6
17 | CCOC(=O)N1CCN(CC(O)COc2ccccc2C(C)C)CC1 (configuration not stated) | 36 | 0
18 | CCc1ccc(C2CC(c3ccc(Cl)cc3)Nc3nnnn32)cc1 (configuration not stated) | 23 | -19
19 | O=C(C1CCN(S(=O)(=O)N2CCC3(CC2)OCCO3)CC1)N1CCc2ccccc2C1 | -2 | -15
20 | CCOc1ccc(C=Nc2ccc(Br)cc2)cc1 | 22 | 1
21 | COc1cccc(/C=C2/N=C(c3ccccc3Cl)OC2=O)c1OC | -4 | -8
22 | CCCc1[nH]n(-c2ccc(F)cc2)c(=O)c1C=Nc1ccc(Cl)c(Cl)c1 | -7 | -6
23 | CCOc1nccnc1N1CCC(N(C)C(=O)NC2CCCC2)C1 (configuration not stated) | 7 | 4
24 | CCOCCCNC(=O)c1cc(Sc2ccccc2SC)nc2ccccc12 | 10 | -23
25 | CCOC1CCCc2oc(-c3ccc(OC)cc3)c(C(=O)OC)c21 (configuration not stated) | -13 | -4
26 | CS(=O)(=O)c1ccc2nc(NC(=O)CC(c3ccccc3)c3ccccc3)sc2c1 | 7 | -4
27 | COc1ccc(C(=O)Nc2ccc(N3C(=O)c4ccc(Cl)cc4C3=O)c(C)c2)cc1OC | -2 | 2
28 | O=C(Nc1ccc2c(c1)OCCO2)c1cncc(Br)c1 | 0 | -6
29 | O=S(=O)(Nc1nccs1)c1ccc(NS(=O)(=O)c2cc(Cl)ccc2Cl)cc1 | 3 | -47
30 | O=C(Nc1ccc(I)cc1)c1ccncc1 | -1 | -4
31 | CCOc1ccc2c(C)nc(N=C(N)NC(=O)CC)nc2c1 | -5 | -1
32 | COc1cccc(C2=NOC(C(=O)NCc3ccco3)C2)c1 (configuration not stated) | -2 | 4
33 | N#Cc1ccc(C(=O)N2CCC(CCOCc3cccc(F)c3)CC2)cc1 | -10 | -4
34 | Cc1nc(-c2ccccc2)sc1C(=O)N1CCC(CC(=O)NC(C)C)CC1 | 2 | 3
35 | CCN(CC)S(=O)(=O)c1ccc(C)c(C)c1 | -12 | -3
36 | CC(C)CN1CCc2nc(N3CCCCC3)nc(Oc3ccc(F)c(F)c3)c2C1 | 0 | -2
37 | C(=N\OCc1nc2c3c4c(sc3ncn2n1)CCCCC4)/c1ccccc1 | i | -3
38 | O=C(Nc1ccccc1)c1ccc(-c2cnc(N3CCCC3)nc2)cc1 | -7 | -1
39 | CSc1ccc(CN2CCN(C(=O)CC(C)C)CC2)cc1 | 7 | -4
40 | O=C(C1CCCN(c2cn[nH]c(=O)c2)C1)N1CCN(c2ccccn2)CC1 (configuration not stated) | -2 | -2
41 | COc1ccc2c(N3CCC(C(=O)Nc4ccc(F)cc4)CC3)c(C#N)cnc2c1 | -6 | 0
42 | C=CCSc1nnc(-c2ccc(NC(=O)c3ccccc3Cl)cc2)n1C | 17 | -6
43 | Cc1ccc(NC(=O)Cn2nc(N3CCCC3)c3ccccc3c2=O)cc1 | -1 | 6
44 | COc1cccc(CNC(=O)c2cc3c(s2)CN(C2CCCC2)C3)c1 | 4 | -3
45 | COc1ccc(N=Cc2c(C)c(Cl)c(C)c([N+](=O)[O-])c2O)cc1OC | -1 | 2
46 | CCc1noc(-c2cccnc2N2CCCN(C(=O)c3ccc(F)c(F)c3)CC2)n1 | 0 | -3
47 | CC(C)C12CN3CC(C(C)C)(CN(C1)C3c1ccc(F)cc1)C2=O (configuration not stated) | -4 | -10
48 | COCCCN1C(=O)C(O)=C(C(=O)c2cccs2)C1c1ccccc1 (configuration not stated) | 6 | -6
49 | CCCOc1ccc(N2C(=O)CC(NCc3ccc(F)cc3)C2=O)cc1 (configuration not stated) | -9 | -5
50 | COc1ccc(C(C)(C)C)cc1NC(=O)C1CCCCC1C(=O)O (configuration not stated) | -2 | -14

Some of these compounds in order of heavy-atom count, high to low.
# | Compound | mHTT-CaM PPI inh | Pf apPOL block
46 | CCc1noc(-c2cccnc2N2CCCN(C(=O)c3ccc(F)c(F)c3)CC2)n1 | 0 | -3
43 | Cc1ccc(NC(=O)Cn2nc(N3CCCC3)c3ccccc3c2=O)cc1 | -1 | 6
49 | CCCOc1ccc(N2C(=O)CC(NCc3ccc(F)cc3)C2=O)cc1 (configuration not stated) | -9 | -5
44 | COc1cccc(CNC(=O)c2cc3c(s2)CN(C2CCCC2)C3)c1 | 4 | -3
50 | COc1ccc(C(C)(C)C)cc1NC(=O)C1CCCCC1C(=O)O (configuration not stated) | -2 | -14

(more compounds)
# | Compound | mHTT-CaM PPI inh | Pf apPOL block
51 | CCn1cc(S(=O)(=O)N2CC3CN(S(=O)(=O)c4cccc(F)c4)CC(C2)O3)cn1 | -6 | -5
52 | Cc1ccccc1NC(=O)N(CCc1ccccc1)Cc1ccccn1 | -19 | -6
53 | CSc1ccc(N2CC(c3nnc(NC(=O)c4ccccc4F)o3)CC2=O)cc1 (configuration not stated) | 30 | -2
54 | CCOC(=O)c1c(NC(=O)CCSc2nnc(C)s2)sc2c1CCC(C)C2 (configuration not stated) | -6 | -6
55 | O=C(Cn1cnc2ccccc2c1=O)Nc1cccc(Cl)c1 | 4 | 2
56 | O=C(NCc1cccs1)c1cc(=O)c(OCc2ccccc2)co1 | -4 | -7
57 | CCCOc1ccc(-c2cc(OCC)c3c(C)oc(C)c3c(=O)c2)cc1 | 50 | 7
58 | CC12CCC(C(=O)Nc3ccc(Br)cn3)(C(=O)C1=O)C2(C)C (configuration not stated) | 1 | -2
59 | CN(Cc1cn(Cc2ccc(Cl)cc2)nn1)C1CN(Cc2cn(Cc3ccc(Cl)cc3)nn2)S(=O)(=O)C1 (configuration not stated) | 22 | -8
60 | CC(C)NC(=O)c1ccc(-c2cncnc2)nc1 | 1 | -2
61 | COc1ccc(OC)c(S(=O)(=O)N2CCc3ccccc3C2)c1 | -9 | -4
62 | O=C(NCCC(O)c1ccoc1)c1ccoc1 (configuration not stated) | -1 | -2
63 | O=C(NCc1ccco1)C1CCCN(c2nnc3ccc(Cl)cn23)C1 (configuration not stated) | 16 | 13
64 | Cc1ccc(C(=O)Nc2nnc(C(C)C)s2)cc1 | -2 | 3
65 | CCCc1noc(-c2cccnc2N2CCCN(Cc3ccccc3F)CC2)n1 | -39 | 4
66 | O=C(Nc1ccc(Br)cc1F)C1CCCC1 | -5 | 2
67 | NC(N)=NS(=O)(=O)c1ccc(N=Cc2ccc([N+](=O)[O-])cc2)cc1 | 3 | -1
68 | N#Cc1ccc(Oc2ccc(C(F)(F)F)cc2NC(=O)C(F)(F)F)cc1 | nt | -4
69 | COC(=O)c1ccc(C)c(NC(=O)c2ccncc2)c1 | nt | -7
70 | COc1cc(NC(=O)c2ccc(Br)cc2)cc([N+](=O)[O-])c1 | 7 | -6
71 | COc1c(Cl)cc(C(=O)Nc2cc(-c3nc4cccnc4o3)ccc2C)cc1Cl | 3 | 3
72 | COCCc1nc(C2CCN(Cc3ccc(C)s3)CC2)n[nH]1 | 9 | -5
73 | Cc1cc(C)cc(NS(=O)(=O)c2cc3c(s2)CCN(C(=O)C2CCC2)C3)c1 | 7 | -2
74 | O=C1CC(C(=O)N2CCN(c3ccccn3)CC2)CN1CCc1ccccc1 (configuration not stated) | -8 | -17
75 | Cc1ccc(C(=O)Nn2cnnc2)cc1[N+](=O)[O-] | 1 | 0
76 | COc1cccc(Nc2ncc3c(n2)CCN(Cc2cccc(OC)c2OC)C3)c1 | 26 | -6
77 | O=C(O)c1nn(-c2ccc(Cl)cc2)ccc1=O | -3 | -10
78 | CSc1cccc(NC(=O)c2ccc(Cl)cc2)c1 | -10 | -3
79 | O=C(NC1CCCCC1)c1c(O)c2c([nH]c1=O)CCCC2 | -4 | nt
80 | COc1ccc([N+](=O)[O-])cc1C1=N/C(=C/c2cccc(Cl)c2)C(=O)O1 | 11 | 0
81 | N#CC1=C(N)N(c2cccc(C(F)(F)F)c2)C2=C(C(=O)CCC2)C1c1cccs1 (configuration not stated) | 45 | -6
82 | COC(=O)c1cc(S(=O)(=O)NCc2ccc3c(c2)CCO3)oc1C | nt | -1
83 | COc1ccccc1CNS(=O)(=O)CCNC1CC1 | -3 | -8
84 | COc1cc(C#N)c2ccc3ccccc3c2c1 | nt | -2
85 | O=C(/C=C/c1ccc2c(c1)OCO2)Nc1c2c(nn1-c1cccc(Cl)c1)CSC2 | 23 | -5
86 | Cc1c(NC(=O)c2ccc(I)o2)cccc1-c1nc2ccccc2s1 | -5 | 44
87 | O=C(CSc1ncn[nH]1)Nc1ncc(Br)cc1Br | 0 | 1
88 | CC1CCCC(NC(=O)C2CCN(S(=O)(=O)N3CCCCCC3)CC2)C1C (configuration not stated) | -5 | -14
89 | Cc1cc(NC(=O)C(C)Oc2ccccc2)n(-c2ncnc3c2cnn3-c2ccccc2)n1 (configuration not stated) | -10 | -5
90 | c1cc2c(cc1CNc1ccc(N3CCOCC3)cc1)OCO2 | 27 | 4

Structures from the list above containing bromine, in the order listed:
# | Compound | mHTT-CaM PPI inh | Pf apPOL block
10 | O=C(COc1cccc(Br)c1)Nc1ncn[nH]1 | 25 | -2
11 | Cc1ccccc1NS(=O)(=O)c1cc(Br)cc2c1N(C(=O)C1CC1)CC2 | 2 | -8
20 | CCOc1ccc(C=Nc2ccc(Br)cc2)cc1 | 22 | 1
28 | O=C(Nc1ccc2c(c1)OCCO2)c1cncc(Br)c1 | 0 | -6
58 | CC12CCC(C(=O)Nc3ccc(Br)cn3)(C(=O)C1=O)C2(C)C (configuration not stated) | 1 | -2
66 | O=C(Nc1ccc(Br)cc1F)C1CCCC1 | -5 | 2
70 | COc1cc(NC(=O)c2ccc(Br)cc2)cc([N+](=O)[O-])c1 | 7 | -6
87 | O=C(CSc1ncn[nH]1)Nc1ncc(Br)cc1Br | 0 | 1

Other entries follow:
# | Compound | mHTT-CaM PPI inh | Pf apPOL block
91 | CC(=O)Nc1ccc2nc(N3CCC(C(=O)NCc4ccccc4)CC3)cc(C)c2c1 | -1 | 3
92 | CC1CN(C(=O)c2cccs2)C(C)CN1C(=O)c1cccs1 (configuration not stated) | -1 | 1
93 | COc1cccc(CC(=O)N2CCc3c(c(C(=O)NCc4ccc(F)cc4)nn3C)C2)c1 | 69* | -5
94 | CC(C)(C)N=C1Nc2ccccc2CNC12CCN(C(=O)CN1CCOCC1)C2 (configuration not stated) | 25 | -6
95 | N#Cc1cc(Cl)ccc1N=Cc1c(Cl)cccc1Cl | nt | 5
96 | COc1ccccc1C(=O)N1CCC(COc2ccc(C(=O)NC3CC3)cc2)CC1 | 1 | -5
97 | O=C(c1ccco1)N1CCC(c2ccn3ncc(C(=O)N4CCCC4)c3c2)CC1 | 4 | 3
98 | COc1ccc(-n2nc3ccc(NC(=O)c4ccc(I)o4)cc3n2)cc1 | 23 | 3
99 | O=C(NCc1ccccc1)c1ccccc1NS(=O)(=O)c1ccccc1[N+](=O)[O-] | 1 | 2
100 | O=C(NCC1(c2ccccc2)CCCOCC1)c1ccccc1F (configuration not stated) | 16 | 2
101 | CCNC(=O)c1cncc(-c2ccc(CC)cc2)c1 | -4 | -19
102 | COC(=O)C(C)Oc1ccc2c(c1)OC(=Cc1ccccc1OC)C2=O (configuration not stated) | 4 | 4
103 | COc1ccc(/C=C2N=C(/C=C/c3cccc(Cl)c3Cl)OC\2=O)c(OC)c1OC | 7 | -3
104 | COc1ccc(Cl)cc1C(=O)Nc1cc(-c2cccnc2)no1 | 2 | -2
105 | O=C1N(CN2CCN(Cc3ccccc3)CC2)c2ccccc2C12OCC(CO)([N+](=O)[O-])CO2 (configuration not stated) | 0 | -11
106 | COc1ccc(NC(=O)N2CCC(n3c(-c4ccoc4)nc4cccnc43)C2)cc1F (configuration not stated) | -1 | -3
107 | Cc1ccccc1-c1nnn(Cc2ccc(Cl)cc2Cl)n1 | -86 | -6
108 | Cc1cc2ccccc2n1CCCNC(=O)c1cc(-c2ccco2)on1 | 23 | -2
109 | CSc1cccc(NC(=O)Cc2cn(C)c3ccccc23)c1 | 28 | -7
110 | COc1cc(OC)c(NC(=O)N2CCN(c3cc(-n4cccn4)ncn3)CC2)cc1Cl | 36 | -7
111 | COc1cc2nc(C(=O)N3CCCCC3)cc(Nc3ccccc3)c2cc1OC | 37 | 0
112 | O=[N+]([O-])c1ccc(CSc2ncnc3c2nnn3Cc2ccccc2Cl)cc1 | nt | -11
113 | COc1cccc(CNC(=O)C2CCN(c3cncnc3NC(C)=O)CC2)c1 | -6 | -1

From entry 112 as far as 113, copied from above:
# | Compound | mHTT-CaM PPI inh | Pf apPOL block
112 | O=[N+]([O-])c1ccc(CSc2ncnc3c2nnn3Cc2ccccc2Cl)cc1 | nt | -11
113 | COc1cccc(CNC(=O)C2CCN(c3cncnc3NC(C)=O)CC2)c1 | -6 | -1
